hcGAS inh: human cGAS inhibition; recombinant h-cGAS, ATP depletion, Kinase-Glo luminescence; inhibition, % at 12.5 µM; Q8N884; actives 0.081% (n = 290,000);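 further: 0% = vehicle reaction and 100% = reaction without DNA for no activity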
Target sequence (Q8N884 whole entry, looked up): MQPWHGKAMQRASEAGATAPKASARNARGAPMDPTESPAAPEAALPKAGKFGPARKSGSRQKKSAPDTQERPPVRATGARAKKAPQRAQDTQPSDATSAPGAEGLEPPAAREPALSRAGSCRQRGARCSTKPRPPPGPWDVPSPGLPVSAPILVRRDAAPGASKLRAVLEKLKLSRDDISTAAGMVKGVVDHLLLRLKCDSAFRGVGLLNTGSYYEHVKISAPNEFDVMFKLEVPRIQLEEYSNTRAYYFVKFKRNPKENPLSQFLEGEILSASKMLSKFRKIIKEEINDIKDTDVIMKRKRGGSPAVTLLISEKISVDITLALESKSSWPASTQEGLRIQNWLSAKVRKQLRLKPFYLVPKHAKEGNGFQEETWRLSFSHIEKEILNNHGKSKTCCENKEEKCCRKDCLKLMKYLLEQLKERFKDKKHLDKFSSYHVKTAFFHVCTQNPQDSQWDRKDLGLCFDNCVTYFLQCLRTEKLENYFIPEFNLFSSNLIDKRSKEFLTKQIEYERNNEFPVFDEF
NPYLR7 agonist: mosquito NPYLR7 agonism; HEK293T NPYLR7/Galpha15, GCaMP6s calcium fluorescence; activation, % at 10 µM; actives 0.15% (n = 270,000); AID 1259423; in the data active means activation above about 40%;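 further: 0% = vehicle and 100% = reference agonist at the receptor; some compounds past the cut are filed as inactive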
mcGAS lum: mouse cGAS inhibition by luminescence; Q8C6L5; recombinant cGAS, Kinase-Glo ATP depletion luminescence; inhibition, % at 12.5 µM; actives 0.15% (n = 160,000); AID 1259399;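 further: 0% = negative control wells and 100% = reference inhibitor with no enzyme activity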
The depositor's hits bear a star; x = no result given; & = joins results of further samples. Unless noted, no stated cut-off is given here; in the data, active means inhibition above about 40%; inactive means the rest.

SMILES	hcGAS inh	NPYLR7 agonist	mcGAS lum
O=C(NC1CCCN(CCCc2ccccc2)C1)c1cnccn1 (stereo not given)	-11	4	x
CC/C=C(/C)C(=O)N(CC(=O)NC)Cc1cccc(C(F)(F)F)c1	-9	-3	-18
CC1(Cc2cc(Cl)ccc2C(F)(F)F)C(=O)Nc2ccc(OC(F)(F)F)cc21 (stereo not given)	2	6	-4
Fc1ccc(-c2nnc(COn3nnc4ccccc43)o2)cc1	-6	6	x
COc1cc2nc(-c3ccc(C)o3)cc(C(=O)NCCc3ccc(Cl)cc3)c2cc1OC	-4	6	-5
CN(C)C=NC1=NN(c2ccccc2)CC1	-4	6	x
CN(C)c1ccc(-c2cnc3ccc(NCc4cccs4)nn23)cc1	0	-6	-3
CCOC(=O)c1nn(-c2ccc(F)cc2)c(=O)cc1N1CCN(C(=O)c2ccco2)CC1	-5	8	x
CCc1ccc(S(=O)(=O)NCCOc2ccc(-c3ccccc3)nn2)cc1	-8	-1	-9
Cc1cnc(C)c(N2CCN(Cc3cc(C(C)(C)C)n[nH]3)CC2)n1	-6	5	x
CCC(C(=O)Nc1cc(-c2ccc(Cl)cc2)nn1-c1ccc(OC)cc1)c1ccccc1 (stereo not given)	-4	17	-6
CCN(CC)CCCN=C1NC2CS(=O)(=O)CC2S1 (stereo not given)	-4	12	x
Cn1cc(C(=O)N2CCN(CC(=O)NCc3ccco3)CC2)c2nn(-c3ccccc3)c(=O)c-2c1	-5	-3	-8
O=C1NCCCCC1Sc1nc2ccc(Cl)cc2[nH]1 (stereo not given)	-2	6	x
CC1CC1C(=O)Nc1ccnn1Cc1ccc(Br)cc1 (stereo not given)	2	-10	-3
Cc1cc(C)n(-c2cccc(CN(C)CC3CCN(Cc4ccc(C)o4)CC3)c2)n1	-9	15	-10
CCNC(=O)c1cnn(-c2ccccc2F)c1C	-10	-1	x
Cn1c(CCC(=O)Nc2ccc(F)cc2F)nc(=O)c2ccccc21	-7	-3	-8
CC(NCCC1CCCO1)c1ccc(S(=O)(=O)N(C)C)cc1 (stereo not given)	-10	2	x
C(=NNc1ncnc2sc3c(c12)CCC3)c1ccc2c(c1)OCO2	-5	-4	x
CCOc1ccc(-c2cnc(-c3cccc(OC)c3OC)[nH]2)cc1	-9	0	x
CC1CCc2[nH]nc(C(=O)N3CCn4nc(C(=O)NC5CC5)cc4C3)c2C1 (stereo not given)	-7	13	x
CC(=O)N1CCc2c(sc(NC(=O)c3ccc(C#N)cc3)c2-c2nc3ccccc3s2)C1	-3	2	x
CC1CCC2C(=O)N(c3cccc(OS(=O)(=O)c4ccccc4)c3)C(=O)C2C1 (stereo not given)	-4	-10	x
O=C1COc2ccc(C(=O)CSc3nnnn3C3CC3)cc2N1	-2	7	x
CNc1cncc(-c2ccc(CN3CCOCC3)cc2)n1	-12	4	x
CC1(C)Cc2cc(CNC(=O)C3CCC(=O)N(Cc4ccccn4)C3)ccc2O1 (stereo not given)	-11	-4	-3
COCC(=O)N1CCCCCC1C1CCN(Cc2cccc3cccnc23)CC1 (stereo not given)	-5	3	x
CC1OC2(O)CCCCC2C(C#N)(C(N)=O)C1(C#N)C#N (stereo not given)	-3	-4	x
COc1cc(CNC(=O)Nc2ccc(Br)cc2)ccc1OC(F)F	-1	-6	x
CCn1cc(-c2nnc(SCC(=O)O)n2-c2cccc(Cl)c2)cn1	-3	3	x
CCOC(=O)C1(CCOc2ccccc2)CCN(C(=O)Cn2nc3ccccc3n2)CC1	-5	2	x
COc1ccccc1N1CCn2c1nc1c2c(=O)n(C)c(=O)n1C	-7	4	-8
Cc1ccnc(N(C)Cc2cc(C3CC3)n[nH]2)n1	-3	12	x
C=CCN1CCN(CCC(=O)NC2CCCCCC2)CC1	-4	x	-9
O=C(c1ccc2nc(-c3ccccc3)c(-c3ccccc3)nc2c1)N1CCC(O)(c2ccccc2)CC1	-4	0	-6
Cc1nc(C)c(C(=O)NCCn2ncc3c(N4CCCCC4)ncnc32)s1	-11	12	-11
CC(C)c1nn(-c2ccc(Cl)c(Cl)c2)c(C(C)C)c1C(=O)N1CCCCC1	-8	-4	-6
O=C1CSC(c2cccc(Br)c2)N1c1cccc(C(F)(F)F)c1 (stereo not given)	-9	-5	x
Cc1noc(C)c1NC(=O)NCC1CCN(Cc2ccccc2F)C1 (stereo not given)	2	-3	x
Cc1ccccc1-n1c(SCc2ccccc2Cl)nnc1-c1ccc(F)cc1	-6	x	-5
CCn1c2ccccc2c2cc(CN(Cc3ccco3)C(=O)NCc3ccc(F)cc3)ccc21	-7	-19	-3
CC(c1ccccc1F)N(C(=O)NCCC(=O)N(C)C)C1CC1 (stereo not given)	0	2	x
O=S(=O)(NCc1ccccc1)N1CC2C[C@@H]3CC1C[C@H](C2)C3	-6	13	x
O=C(c1cn(Cc2c(F)cccc2F)nn1)N1CCN(c2nc3ccccc3s2)CC1	3	x	-1
Cc1cc(Oc2ccccc2Cl)nc(SCc2c(F)cccc2F)n1	-4	21	-4
CCc1nc2c(OCc3ccc(Cl)cc3Cl)cccn2c1N(C)C(=O)Nc1ccccc1OC	-3	10	-1
COC(=O)C1=NOC2C(=O)N(c3ccc(OC)cc3)C(=O)C12 (stereo not given)	-7	-6	x
CCc1nc2n(n1)C(=O)C(C(c1cccc(OC)c1)N1CCN(c3ccc(OC)cc3)CC1)S2 (stereo not given)	-1	0	-7
Cn1nccc1C(=O)N1CC[C@@H](c2ccc3ccccc3c2)[C@H](O)C1	-12	10	x
Cc1nonc1OCC12CC3CC(CC(C3)C1)C2	-13	x	-6
COCCNCc1csc(COc2ccc(OC)cc2)n1	-2	34	x
CC(=O)c1cc2ncc(C(=O)NCCCN(C)C)cc2[nH]1	-1	-2	-2
Cn1cc(-c2c(-c3ccccc3)ncn2CCN2CCCOC2=O)cn1	-3	23	-14
O=S(=O)(c1ccc(F)c(Cl)c1)N1CCN(CC(OCc2ccc(C(F)(F)F)cc2)c2ccc(Cl)cc2)CC1 (stereo not given)	-8	x	-7
COC(=O)c1ccc(C2C3CCCC(C4CCCCC4)C3=Nc3nnnn32)cc1 (stereo not given)	-10&-2	-2&1	-5
NC1=NC(c2ccccc2)n2c(nc3ccccc32)N1 (stereo not given)	0	5	x
CN(C)CCCn1cnc2c1c(=O)n(C)c(=O)n2C	-7	1	x
O=C(Nc1cccnc1)C(=O)NC1CCN(c2cccc(F)c2)CC1	-9	2	x
Cc1ccc(NC(=O)Cn2c3ccccc3c(=O)c3ccccc32)cc1F	-6	-2	x

Compound profiles, from the list above:
O=C1NCCCCC1Sc1nc2ccc(Cl)cc2[nH]1 (stereo not given) is entered as hcGAS inh = -2; NPYLR7 agonist = 6; mcGAS lum = x
CN(C)CCCn1cnc2c1c(=O)n(C)c(=O)n2C is entered as hcGAS inh = -7; NPYLR7 agonist = 1; mcGAS lum = x

As a working copy, some entries already given.
SMILES	hcGAS inh	NPYLR7 agonist	mcGAS lum
CCOC(=O)C1(CCOc2ccccc2)CCN(C(=O)Cn2nc3ccccc3n2)CC1	-5	2	x
COc1ccccc1N1CCn2c1nc1c2c(=O)n(C)c(=O)n1C	-7	4	-8
Cc1ccnc(N(C)Cc2cc(C3CC3)n[nH]2)n1	-3	12	x
C=CCN1CCN(CCC(=O)NC2CCCCCC2)CC1	-4	x	-9
O=C(c1ccc2nc(-c3ccccc3)c(-c3ccccc3)nc2c1)N1CCC(O)(c2ccccc2)CC1	-4	0	-6
Cc1nc(C)c(C(=O)NCCn2ncc3c(N4CCCCC4)ncnc32)s1	-11	12	-11
CC(C)c1nn(-c2ccc(Cl)c(Cl)c2)c(C(C)C)c1C(=O)N1CCCCC1	-8	-4	-6
O=C1CSC(c2cccc(Br)c2)N1c1cccc(C(F)(F)F)c1 (stereo not given)	-9	-5	x
Cc1noc(C)c1NC(=O)NCC1CCN(Cc2ccccc2F)C1 (stereo not given)	2	-3	x
Cc1ccccc1-n1c(SCc2ccccc2Cl)nnc1-c1ccc(F)cc1	-6	x	-5
CCn1c2ccccc2c2cc(CN(Cc3ccco3)C(=O)NCc3ccc(F)cc3)ccc21	-7	-19	-3
CC(c1ccccc1F)N(C(=O)NCCC(=O)N(C)C)C1CC1 (stereo not given)	0	2	x
O=S(=O)(NCc1ccccc1)N1CC2C[C@@H]3CC1C[C@H](C2)C3	-6	13	x
O=C(c1cn(Cc2c(F)cccc2F)nn1)N1CCN(c2nc3ccccc3s2)CC1	3	x	-1
Cc1cc(Oc2ccccc2Cl)nc(SCc2c(F)cccc2F)n1	-4	21	-4
CCc1nc2c(OCc3ccc(Cl)cc3Cl)cccn2c1N(C)C(=O)Nc1ccccc1OC	-3	10	-1
COC(=O)C1=NOC2C(=O)N(c3ccc(OC)cc3)C(=O)C12 (stereo not given)	-7	-6	x
CCc1nc2n(n1)C(=O)C(C(c1cccc(OC)c1)N1CCN(c3ccc(OC)cc3)CC1)S2 (stereo not given)	-1	0	-7
Cn1nccc1C(=O)N1CC[C@@H](c2ccc3ccccc3c2)[C@H](O)C1	-12	10	x
Cc1nonc1OCC12CC3CC(CC(C3)C1)C2	-13	x	-6
COCCNCc1csc(COc2ccc(OC)cc2)n1	-2	34	x
CC(=O)c1cc2ncc(C(=O)NCCCN(C)C)cc2[nH]1	-1	-2	-2
Cn1cc(-c2c(-c3ccccc3)ncn2CCN2CCCOC2=O)cn1	-3	23	-14

(list continues)
SMILES	hcGAS inh	NPYLR7 agonist	mcGAS lum
Cc1cccn2c(CC(=O)NCc3ccc4c(c3)CC(C)O4)cnc12 (stereo not given)	-4	12	x
Cc1cc2c(o1)CC(C)(C)CC2NCC1CNc2ccnn2C1 (stereo not given)	-4	-14	x
COc1ccc(-c2cc(CC(=O)Nc3cccnc3)no2)cc1OC	4	-3	-1
O=C(c1noc2c1CCCC2)N1CCc2c([nH]c3ccccc23)C1c1ccccc1F (stereo not given)	1	-4	-2
CCCNC(=O)Cn1nc2c(c1NC(=O)c1c(F)cccc1Cl)CSC2	11	5	9
CC(C)(C)OC(=O)NCc1nn[nH]n1	-6	7	x
CC1(C)C(=O)C2(C(=O)Nc3cccc(NC(=O)C45CCC(C4)C(C)(C)C5=O)n3)CCC1C2	-5	-2	x
CSc1ccccc1C(=O)N1CCCC(CO)(Cc2ccccc2)C1 (stereo not given)	-2	4	-5
CC1(C2CCNCC2)NC(=O)N(Cc2cccc3ccccc23)C1=O (stereo not given)	-4	-1	x
COc1ccc(Cc2n[nH]c(=S)o2)cc1	-3	25	x
COc1cc2c(cc1OC)C1CN(C(=O)c3cc(Cl)sc3Cl)CC(=O)N1CC2 (stereo not given)	-8	9	-7
CCn1cc(NC(=O)N2CCCN(C(=O)CC3CCCC3)CC2)cn1	-8	7	x
COc1ccccc1CC1(C)C(=O)Nc2ccc(S(=O)(=O)NC3CCCCC3)cc21 (stereo not given)	-4	0	-3
O=C(Nc1ccc(-c2cscn2)cc1)C1CCCN(Cc2ccon2)C1 (stereo not given)	-4	11	x
CC(C)(C)c1csc(NC2=NCCC2)n1	-1	-1	x
Nc1ncnc(NCc2cccc(Cl)c2)c1[N+](=O)[O-]	-4	10	-4
O=C(O)c1nn(CCO)c2c1CN(C(=O)C1(c3ccccc3)CCCC1)CC2	-3	3	x
CC(=O)OCC(=O)N1CCC(c2cn(Cc3ccc(C(F)(F)F)cc3)c3ccccc23)CC1	-13	4	-8
Cc1nc(CN(C)C(=O)NC2CCN(C(=O)c3ccoc3C)CC2)cs1	-4	11	x
C=CCOC(=O)C1C(C)=Nc2nc(SCCC)[nH]c(=O)c2C1c1ccc(C)cc1 (stereo not given)	-3	10	-5
CC1=C(C(=O)OCC(C)C)C(c2ccc(NC(=O)/C=C/c3ccccc3)cc2)NC(=S)N1C (stereo not given)	-9	x	-9
Cc1cnccc1CN(C)Cc1ccnn1-c1ccccc1	-6	4	-26
Cc1nnc(N2CCCC(C)C2)c(C#N)c1C (stereo not given)	-11	5	x
Cc1nc2c(C)cccn2c(=O)c1NC(=O)c1ccc(-c2ccccc2)cc1	3	-4	x
COc1ccc(CCN(C)S(=O)(=O)c2ccc(Cl)cc2F)cc1OC	-6	8	-18
O=C(Cn1ccc(=O)[nH]c1=O)NNc1ccc(Cl)c(Cl)c1	-2	2	x
CC(=O)Nc1ccc(S(=O)(=O)NC(C)C)cc1	-13	1	x
CO[C@H]1CCC[C@@H]1OC(=O)CCc1ccsc1	-11	8	x
CCc1ccc(C(=O)N2CCC3(CC2)OCC(C(=O)NCc2ccco2)N3C(=O)c2ccc(F)cc2)cc1 (stereo not given)	-7	0	-7
COc1ccc2c(c1)c1nc3n(c(=O)c1n2Cc1cc(=O)n2ccccc2n1)CCS3	3	3	x
O=C(c1ccc(SC(F)(F)F)cc1)N1CCc2c([nH]c3ccccc23)C1c1ccc(C(F)(F)F)cc1 (stereo not given)	-4	12	-6
Nc1nnc(CCCc2cccs2)o1	-6	6	-9
Cn1c(=O)c2c(-c3ccccc3)n(CCCO)cc2n(C)c1=O	-3	12	x
CCN(C)c1c(C)nc2c(OCc3ccc(C(F)(F)F)cc3)cccn12	-4	17	-3
CC(C(=O)NC1CC1)N1CCC(C(=O)Nc2ccc(Br)cn2)CC1 (stereo not given)	-8	4	x
COc1ccc(-c2cccc(NC(=O)Nc3ccc(F)c(F)c3)c2)nn1	-4	8	-7
O=C(Cc1ccon1)N1CCCSc2ccc(Cl)cc21	-7	0	-14
COc1cccc(/C=C2/SC(=S)N(CCC(=O)N3CCCCC3)C2=O)c1	-4	3	-3
O=S(=O)(Nc1ccc(O)c(Cl)c1)c1cccs1	-5	7	-3
CCOc1ccc2ccccc2c1C(=O)Oc1coc(CSc2ncccn2)cc1=O	-5	-13	-8
CC(C)N(C)C(=O)C1CSCN1S(=O)(=O)c1ccc2c(cnn2C(C)C)c1 (stereo not given)	-6	-1	-16
CC1CCC(NS(=O)(=O)c2ccc(N3CCCC(C(=O)N4CCOCC4)C3)c([N+](=O)[O-])c2)CC1 (stereo not given)	-4	0	-9
COc1ccc(CCCNC(=O)C2(C)Cc3c(-c4ccc5c(c4)OCO5)ccnc3O2)cc1 (stereo not given)	-9	0	-7

High-throughput results as filed in PubChem.
